Screens (PubChem BioAssay)
GRK2 inh: compounds blocking aptamer binding on GRK2 – biochemical, human GRK2, bead flow cytometry, HTS, primary screen. FAM-aptamer displacement from GRK2. inhibition of aptamer binding, % at 10 µM. 330,000 compounds, 0.59% hits. AID 488847, 2010;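 active = inhibition of aptamer binding above 40%, roughly 3 SD of noise, on plates passing a quality check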;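 note: median bead fluorescence of bound FAM aptamer so fluorescent compounds give negative values; no value below 0 was filed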
VLA-4 inh: inhibition in human VLA-4 binding assay, primary screen, VLA-4 allosteric modulator project, MLPCN library, flow cytometry, VLA-4 expressing cells. Integrin alpha-4 (Homo sapiens), P13612. ligand binding flow cytometry. inhibition, % (about 7 µM as worked out from the volumes in the protocol). 330,000 compounds, 0.2% hits. AID 2557, 2010; in the data active = inhibition above about 50%
Fam108B inh: mouse Fam108B serine hydrolase inhibitors, primary screen, counter-screen for RBBP9 inhibitor project, biochemical, fluorescence polarization; 300,000 compounds, 0.33% hits; recombinant Fam108B, FP-Rh probe fluorescence polarization; inhibition, % at 9.51 µM;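 active = inhibition above the screen mean inhibition plus 3 SD, computed separately per campaign, cut at about 18% in these data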;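 note: inhibitors lower polarization as less probe binds the enzyme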
Efflux pump inh: inhibitors of Candida efflux pumps in yeast, primary screen, S. cerevisiae, Nile Red, multiplex. S. cerevisiae Candida pump triplex. inhibition, % at 10 µM. 330,000 compounds, 0.44% hits. AID 485275, 2010;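 active = plate passing quality check with inhibition over a set limit, or well fluorescence over plate mean plus 4 SD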;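 note: Nile Red retained in pooled yeast measured as flow cytometry median fluorescence; 0% = buffer negative control and 100% = Enniatin B positive control; higher means more Nile Red kept so more efflux inhibition; some compounds called inactive have numbers as strong as hits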
MCL1-BIM inh: inhibitors of MCL1 binding to BIM-BH3, primary screen, biochemical, fluorescence polarization | GST-MCL1 / FITC-Bim-BH3 fluorescence polarization | inhibition, % at 10.9 µM | 320,000 compounds, 0.68% hits;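 active = inhibition above the mean inhibition of all tested compounds plus 3 SD, set per campaign, cut at about 40% in these data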;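 note: 0% = DMSO wells and 100% = unlabeled Bim-BH3 peptide control; higher means more loss of mP so more displacement of Bim peptide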
GLD-1 TGE inh: GLD-1/TGE RNA complex disruptors, primary screen, biochemical, fluorescence polarization | purified GLD-1 + fluorescein TGE RNA | Female germline-specific tumor suppressor gld-1 (Caenorhabditis elegans), Q17339 | inhibition, % at 5.96 µM | 320,000 compounds, 0.44% hits | AID 2280, 2010;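 active = percent inhibition above a per-plate cutoff, the plate mean of test compounds plus 3 SD, cut at about 30% in these data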;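 note: 0% = DMSO wells with GLD-1 and probe and 100% = wells lacking GLD-1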
Target sequence (Q17339 whole entry, looked up): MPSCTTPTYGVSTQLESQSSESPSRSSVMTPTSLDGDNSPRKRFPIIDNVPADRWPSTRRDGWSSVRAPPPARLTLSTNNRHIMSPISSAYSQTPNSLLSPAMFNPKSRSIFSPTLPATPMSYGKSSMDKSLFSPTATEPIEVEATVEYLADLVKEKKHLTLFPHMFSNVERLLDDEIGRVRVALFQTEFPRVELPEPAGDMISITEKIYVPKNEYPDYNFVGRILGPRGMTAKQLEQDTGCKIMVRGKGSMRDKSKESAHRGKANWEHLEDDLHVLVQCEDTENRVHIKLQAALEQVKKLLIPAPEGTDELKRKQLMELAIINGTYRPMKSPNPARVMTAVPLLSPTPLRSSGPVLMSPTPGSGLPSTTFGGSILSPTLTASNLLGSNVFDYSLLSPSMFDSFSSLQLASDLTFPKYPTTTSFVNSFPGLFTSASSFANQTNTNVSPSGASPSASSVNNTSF
MEX-5 binding: MEX-5 zinc finger RNA-binding disruptors – biochemical, C. elegans, fluorescence polarization, MLPCN library, primary screen; 300,000 compounds, 0.38% hits; activity score (negative = inhibition of binding), % at 10 µM; AID 1832, 2009; MEX-5/FITC-TCR2 RNA binding; stronger effect = lower value;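 active = inhibition past about -25% in most replicates, and total fluorescence under double the plate's negative control median, limit read from the data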;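 note: 0% = DMSO and -100% = 5 µM competing unlabeled TCR2 RNA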
PME-1 primary: PME-1 inhibitors via competitive probe labeling, primary screen, biochemical, fluorescence polarization, FP-Rh probe, HTS; recombinant PME-1; inhibition, % at 5.9 µM; 320,000 compounds, 0.53% hits; AID 2130, 2009;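 active = inhibition above the campaign mean of all compounds plus 3 SD, cut at about 26% in these data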;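 note: competitive labeling of PME-1 active site by serine hydrolase directed probe; 0% = PME-1 with DMSO and 100% = wells lacking PME-1 enzyme; inhibitors block probe labeling so polarization falls and inhibition rises; many of its hits are not listed in these tables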
Target sequence (Q9Y570 whole entry, looked up): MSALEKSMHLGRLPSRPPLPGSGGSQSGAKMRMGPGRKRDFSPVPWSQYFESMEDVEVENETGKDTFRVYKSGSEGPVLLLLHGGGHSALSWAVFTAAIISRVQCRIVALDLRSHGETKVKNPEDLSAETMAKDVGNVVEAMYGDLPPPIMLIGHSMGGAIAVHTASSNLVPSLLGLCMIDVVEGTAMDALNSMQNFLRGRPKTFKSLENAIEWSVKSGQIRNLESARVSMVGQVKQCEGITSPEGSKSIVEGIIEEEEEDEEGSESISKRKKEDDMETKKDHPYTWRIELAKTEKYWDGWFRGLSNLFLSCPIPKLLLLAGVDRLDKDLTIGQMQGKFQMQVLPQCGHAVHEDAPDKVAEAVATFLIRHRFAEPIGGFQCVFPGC
Bcl-xL primary: inhibitors of human Bcl-xL, primary screen, biochemical, fluorescence polarization, HTS. Bcl-2-like protein 1 (Homo sapiens), Q07817. GST-Bcl-xL / FITC-Bim BH3 peptide fluorescence polarization. inhibition, % at 10.9 µM. 320,000 compounds, 0.7% hits;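 active = inhibition above the mean of all tested compounds plus 3 SD, cutoff set per campaign, cut at about 30% in these data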;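 note: 0% = DMSO wells and 100% = unlabeled Bim-BH3 peptide competitor; inhibitors lower millipolarization by displacing the labeled peptide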
Target sequence (Q07817 whole entry, looked up): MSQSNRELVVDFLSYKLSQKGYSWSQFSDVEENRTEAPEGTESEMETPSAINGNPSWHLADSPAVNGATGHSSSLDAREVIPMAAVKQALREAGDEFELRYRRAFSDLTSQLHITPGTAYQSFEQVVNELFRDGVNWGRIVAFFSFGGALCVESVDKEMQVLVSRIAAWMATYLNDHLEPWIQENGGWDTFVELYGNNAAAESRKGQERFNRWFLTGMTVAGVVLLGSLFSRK
* hit, by the source's call; · = no result given. An excerpt; rates above refer to the full screens.

SMILES	GRK2 inh	VLA-4 inh	Fam108B inh	Efflux pump inh	MCL1-BIM inh	GLD-1 TGE inh	MEX-5 binding	PME-1 primary	Bcl-xL primary
Cc1ccc(C2SCCN2C(=O)c2ccc([N+](=O)[O-])cc2)cc1 (stereo unspecified)	2	-2	-4	0.2	5	4	1.5	1	0
CC(=O)c1cccc(NC(=S)NCCC2=CCCCC2)c1	3	-5	5	0.0	9	9	-0.6	11	-1
Cc1ccc(S(=O)(=O)c2c(C)cc(C)[nH]c2=O)c(C)c1	3	13	2	0.1	4	2	3.6	3	3
CCOC(=O)C1=NNC2(c3ccc(Cl)cc3)C(=O)N(c3ccc(C)cc3)C(=O)C12 (stereo unspecified)	0	14	-5	0.0	-1	1	-4.9	-5	2
COCCn1c(=NC(=O)c2ccc3c(c2)OCCO3)sc2cc(S(N)(=O)=O)ccc21	0	25	-4	0.0	-6	5	-1.6	-1	0
COc1ccccc1N1CCN(C2CCCN(S(=O)(=O)c3ccccc3)C2)CC1 (stereo unspecified)	1	-9	4	0.3	8	-2	-3.3	3	7
Cc1cccc(S(=O)(=O)C(C#N)c2nc3ccccc3nc2N2CCCC2)c1 (stereo unspecified)	2	-93	3	0.1	11	13	-8.8	7	26
O=C(NC1CCCCCC1)C1c2ccccc2C(=O)N1Cc1cccnc1 (stereo unspecified)	3	17	-1	0.3	3	7	0.9	2	-2
C=CC[C@@H](CC(=O)N[C@H](CO)Cc1ccccc1)C(=O)N[C@@H](C)COC(=O)[C@@H](CC=C)Cc1ccc(F)cc1	0	14	·	0.1	·	8	·	·	·
COc1ccc(C(=O)Nc2ccccc2C(=O)NC(C(=O)NCc2ccco2)C(C)C)cc1 (stereo unspecified)	0	-17	-8	0.0	11	-3	-2.5	-6	4
COc1ccc(CNC(=O)c2cccnc2Sc2ccc(C)c(C)c2)cc1	1	19	-1	0.1	8	1	3.2	3	4
CCOc1ccc(-n2cnc3c(=O)[nH]c(N)nc32)cc1	0	28	2	-0.4	8	1	-0.5	-3	7
Cc1ccc(OC(=O)COc2ccccc2C)c(-n2nc3ccccc3n2)c1	0	1	-5	0.2	2	5	1.2	1	-4
CCN1CCN(C(=O)c2ccccc2Nc2ccc(SC(F)F)cc2)CC1	4	-2	5	-0.1	0	-4	-1.9	17	7
CCCC1(CCC)NC(=O)N(CC(=O)c2cc(C)n(-c3ccc4c(c3)OCO4)c2C)C1=O	0	13	1	0.3	7	-1	-0.3	-3	3

Some of these compounds in order of molecular weight, descending:
SMILES	GRK2 inh	VLA-4 inh	Fam108B inh	Efflux pump inh	MCL1-BIM inh	GLD-1 TGE inh	MEX-5 binding	PME-1 primary	Bcl-xL primary
O=C(NC1CCCCCC1)C1c2ccccc2C(=O)N1Cc1cccnc1 (stereo unspecified)	3	17	-1	0.3	3	7	0.9	2	-2
Cc1ccc(S(=O)(=O)c2c(C)cc(C)[nH]c2=O)c(C)c1	3	13	2	0.1	4	2	3.6	3	3
CCOc1ccc(-n2cnc3c(=O)[nH]c(N)nc32)cc1	0	28	2	-0.4	8	1	-0.5	-3	7

Taken from above.
For GLD-1 TGE inh, COCCn1c(=NC(=O)c2ccc3c(c2)OCCO3)sc2cc(S(N)(=O)=O)ccc21 is listed with 5
For MCL1-BIM inh, COc1ccc(CNC(=O)c2cccnc2Sc2ccc(C)c(C)c2)cc1 is listed with 8
For GRK2 inh, CCN1CCN(C(=O)c2ccccc2Nc2ccc(SC(F)F)cc2)CC1 is listed with 4
For Fam108B inh, Cc1ccc(OC(=O)COc2ccccc2C)c(-n2nc3ccccc3n2)c1 is listed with -5
For GRK2 inh, O=C(NC1CCCCCC1)C1c2ccccc2C(=O)N1Cc1cccnc1 (stereo unspecified) is listed with 3

Following part
SMILES	GRK2 inh	VLA-4 inh	Fam108B inh	Efflux pump inh	MCL1-BIM inh	GLD-1 TGE inh	MEX-5 binding	PME-1 primary	Bcl-xL primary
CSc1ccc(CN(C)C(=O)C23CC4CC(CC(Cl)(C4)C2)C3)cc1	0	64*	2	-0.1	-4	-1	-2.7	6	0
Cc1cc(CNC(=O)COc2ccc([N+](=O)[O-])cc2)c2ccccc2n1	0	2	6	0.0	-3	2	1.6	-6	2
O=C(O)C1CC(=O)N(Cc2cccnc2)C1 (stereo unspecified)	2	13	2	0.1	1	3	-2.7	3	0
Cc1ccc(N2C(=O)C3CCCN3C2=S)cc1C (stereo unspecified)	0	-1	-1	0.2	-3	-4	-1.0	-2	0
Cc1ccc(C(=O)NCC(=O)OCCCn2c(=O)[nH]c3ccccc32)cc1	0	-2	-1	0.0	-3	2	-0.8	-1	3
COc1cc(CNCCN2CCOCC2)ccc1OCC(=O)NC(C)(C)C	1	2	0	0.3	-10	-5	-2.4	1	-2
C=CC(C)(C)O[C@@H]1O[C@H](CO)[C@@H](O)[C@H](O)[C@H]1O	0	0	·	0.1	8	-1	·	-4	4
CCOC(=O)N1CCN(S(=O)(=O)N2CCCC(C(=O)NCc3ccccc3Cl)C2)CC1 (stereo unspecified)	1	5	-4	0.1	4	-1	-2.1	-3	1
CC(C)Oc1ccccc1OCCCCn1cnc2ccccc2c1=O	0	1	-3	0.0	3	0	-1.1	4	-2
CN1CCc2c(sc3nc(SCC(=O)NCc4ccco4)n(-c4ccccc4)c(=O)c23)C1	0	6	7	0.0	11	-17	1.6	-1	11
CC[C@@H](C)[C@@H]1CN([C@@H](CN2CCC[C@H]2CN2C(N)=NC[C@H]2C(C)C)C(C)C)C(=N)N1CCc1ccc(Cl)c(Cl)c1	0	-13	·	0.0	·	-4	·	·	·
Cc1ccccc1-c1nc(CN2CCC(C(=O)NC3CCN(Cc4ccccc4)CC3)CC2)c(C)o1	0	-5	-4	-0.1	-1	-4	-1.7	-3	2
CN(CC(=O)Nc1ccccc1Cl)C(=O)COC(=O)c1cnccn1	1	-4	0	-0.4	-6	2	0.3	7	2
CCCOc1ccc(OC(=O)c2ccc(Br)o2)cc1	1	27	-2	0.0	2	-1	-0.4	3	5
CSCCC(=O)NC1CCCN(CCc2ccccc2)C1 (stereo unspecified)	0	2	-1	0.0	9	8	-2.6	-3	2
Nc1nc2nonc2nc1N	0	4	-1	-0.1	5	6	·	2	9
O=C(NCCO)C(=O)NCC1OCCCN1S(=O)(=O)c1cc(F)ccc1F (stereo unspecified)	0	13	-4	-0.6	-1	-11	4.0	5	-1
O=c1/c(=C\c2ccc3c(c2)OCO3)sc2n1CCCN=2	22	0	-1	-0.1	7	2	0.0	5	9
O=C(Nc1ccccc1N1CCCCC1)c1ccc(-c2ccc(Cl)cc2)o1	0	-1	-6	0.1	-3	6	2.2	-6	0
CCN(CC)C(=O)CSc1nc2ccccc2c(=O)n1CCC(=O)NCCc1ccc(OC)c(OC)c1	1	-8	0	-0.1	5	5	-3.4	-2	4
Cc1cc(C)cc(OC(=O)C23CCC(C)(C(=O)O2)C3(C)C)c1 (stereo unspecified)	0	-29	0	0.3	-9	2	0.0	1	-2
CCN(Cc1ccccc1)c1c(C(=O)O)cnc2c1cnn2C	3	-1	-1	-0.1	4	4	-0.2	0	9
Nc1nnc(-c2ccccc2Cl)s1	0	19	0	-0.1	7	-2	-1.4	3	5
COc1ccc(OCCC(=O)OCC(=O)NC(=O)NC(C)(C)C)cc1	2	1	-3	-0.1	-6	-6	1.9	4	-3
CC(=O)Nc1cccc(NC(=O)CSc2ncc(-c3ccc(Cl)cc3)n2Cc2ccco2)c1	1	-7	-4	-0.1	0	-2	-2.9	-13	0
O=C(NC(Cc1ccccc1)C(=O)O)/C(=C\c1ccc(F)cc1)NC(=O)c1ccco1 (stereo unspecified)	0	-5	-6	0.2	-6	-7	-2.9	-8	0
CCN(CC(=O)Nc1ccc(NC(C)=O)cc1)C(=O)/C=C/c1ccc(S(=O)(=O)N2CCCCCC2)cc1	0	3	0	0.3	0	-1	-3.0	3	-2
Cc1cccc(NC(=O)CNC(=O)c2cccs2)n1	0	1	-2	0.2	8	6	1.5	3	4
CSC(=NC#N)N1CCN(c2ccccn2)CC1	0	-5	0	0.0	-5	5	0.4	-5	5
COC(C(=O)NC1CCCCCCC1)c1ccccc1 (stereo unspecified)	1	22	0	0.5	-2	-9	-2.0	0	5
CCCCNC(=O)N1CCOCCOCCN(C(=O)NCCCC)CCOCC1	0	-6	0	0.0	-23	-3	0.0	-4	-4
O=C(NC(=S)NCc1ccccc1)c1ccccc1Br	2	8	2	-0.1	13	5	2.3	3	2
O=C(CC1Oc2ccccc2NC1=O)NCCc1ccccc1 (stereo unspecified)	0	17	-3	0.1	-4	-10	0.2	-1	-3
CC(=O)NC12CC3CC(C1)CC(C(=O)NCc1ccc(C)cc1)(C3)C2	0	-4	2	0.1	-8	6	-2.7	-1	-4
Cn1cccc1C(=O)OCC(=O)c1cc2ccccc2o1	2	-2	-2	0.1	-4	1	-0.9	-2	-4
Cc1cc(C)cc(-n2c(C)cc(C(=S)N3CCOCC3)c2C)c1	0	24	1	0.1	3	-8	-0.9	10	3
O=C(Cc1ccc(S(=O)(=O)N2CCOCC2)s1)NNC(=O)c1ccccc1Cl	2	8	·	0.2	-13	1	·	-10	-5
O=[N+]([O-])c1ccc(CN2CCOCCOCCN(Cc3ccc([N+](=O)[O-])cc3)CCOCC2)cc1	0	1	1	0.0	3	2	0.7	1	2
CC(OC(=O)Cc1n[nH]c(=O)c2ccccc12)C(=O)Nc1cc(Cl)cc(Cl)c1 (stereo unspecified)	0	11	1	-0.1	-1	8	1.2	1	-1
O=C(CCc1nc2ccccc2c(=O)[nH]1)OCc1cccc(C(F)(F)F)c1	0	-7	6	0.0	0	2	0.6	0	3
Fc1ccccc1OCCSc1nnnn1-c1ccccc1	0	-3	2	-0.1	1	6	-0.8	3	3
CC1CC(C)CN(C(=O)C(C)N(C)CC(=O)Nc2ccc(Cl)cc2)C1 (stereo unspecified)	0	-6	-5	0.0	-5	8	-0.9	-8	-10
O=C(CCC1N=C2c3ccccc3N=C(SCc3ccccc3Cl)N2C1=O)NCc1ccco1 (stereo unspecified)	12	32	4	-0.1	11	2	1.9	5	3
Cn1c(=O)oc2cc(NC(=O)CCl)ccc21	4	-13	-2	0.0	-1	0	1.1	-4	-5
CCN1C(=O)C(=O)c2cc(C)ccc21	4	15	·	-0.1	·	4	·	·	·
Cc1cc(C(=O)N2CCCCCC2)cs1	0	-3	0	-0.1	3	5	1.9	3	3

Structures listed so far printed as active in VLA-4 inh:
Structure | GRK2 inh | VLA-4 inh | Efflux pump inh | MCL1-BIM inh | GLD-1 TGE inh | MEX-5 binding | PME-1 primary | Bcl-xL primary
CSc1ccc(CN(C)C(=O)C23CC4CC(CC(Cl)(C4)C2)C3)cc1 | 0 | 64* | -0.1 | -4 | -1 | -2.7 | 6 | 0
